Screening data deposited in PubChem BioAssay by National Center for Advancing Translational Sciences (NCATS).
PI4K2A block = blocks human PI4K2A kinase activity; purified PI4K2A, ADP-Glo luminescence, 1 h; hits give low values; activity change, negative = inhibition, % at 76.9 µM; hit rate 0.13% among 420,000; in the data active = activity change below about -50%; inconclusive = mostly about -30% to -49%;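 note: -100% = wells without enzyme as full effect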
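Compounds are screened against recombinant PI4K2A using PI as substrate and ATP, the latter dispensed at 300 microM. Reactions run one hour at ambient temperature before ADP-Glo detection; full inhibition defined by wells lacking enzyme.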
LDHA inh = inhibitors of human lactate dehydrogenase A; P00338; purified LDHA, NADH/diaphorase-resazurin fluorescence; hits give low values; activity change, % (values are at about 110 or 230 µM); hit rate 0.15% among 480,000; AID 1347041; in the data active = activity change below about -30%; inconclusive = mostly about -25% to -30%;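 note: plate controls were DMSO wells for no effect and wells without enzyme for full effect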
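Human LDH5 at 2 nM final in Tris HCl pH 7.4 with 0.06 mM NADH and 0.2 mM pyruvate, reacted 5 minutes at room temperature. Remaining NADH coupled via diaphorase/resazurin; resorufin fluorescence read at 0 and 20 minutes, normalized to enzyme-free and DMSO wells.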
TrxR1 substrate = substrates of rat thioredoxin reductase 1; O89049; purified TrxR1 substrate turnover, NADPH consumption readout; Potency, µM (doses to about 114 µM), without a hit: at the highest dose activity change, negative = substrate turnover; hit rate 0.01% among 390,000; note: potency is the fitted concentration of half-maximal effect; % is set by controls: 0 for no effect and ±100 for the full control effect; nearly all actives have a fitted effect of over 50% in size
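Rat TrxR1, dispensed at 90 nM, was prereduced with 400 uM NADPH (final) for 5 min at ~22 deg C, then incubated with compound 15 min before 400 uM selenite. A first-read NADPH fluorescence drop versus no-compound background flagged substrates.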
Vif-A3F inh = Vif-A3F binding inhibition. HeLa A3F-eYFP + Vif (tagged APOBEC3F with the HIV-1 protein that degrades it), YFP fluorescence increase. Potency, µM (series often up to 46.1 µM), inactives show top-dose activity, negative = active. hit rate 0.2% among 390,000. AID 602313; note: potency is the fitted concentration of half-maximal effect; % of control where 0% means no effect; nearly all actives have a fitted effect of over 65% in size
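HeLa cells stably expressing Vif plus C-terminally eYFP-tagged A3F were seeded, incubated overnight at 37 deg C, dosed with compound, incubated overnight again at 37 deg C. Yellow fluorescence (Ex 488/Em 500-530) reported blocked Vif-mediated A3F-eYFP degradation.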
IDH1 R132H inh = blocks human mutant IDH1 R132H enzyme; O75874; IDH1-R132H enzyme, NADPH consumption, diaphorase/resazurin fluorescence; Potency, µM (top dose mostly 76.6 µM), without a hit: at the highest dose activity change, negative = inhibition, most hits filed as inhibitors; hit rate 0.093% among 390,000; note: potency is the fitted concentration of half-maximal effect; % is set by controls: 0 for no effect and ±100 for the full control effect; nearly all actives have a fitted effect of over 65% in size
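IDH1-R132H (0.5 ug/mL) preincubated 30 min with compound, then NADPH (0.016 mM) and alpha-KG (2 mM) added; 80 min at RT, pH 7.5. Remaining NADPH coupled via diaphorase/resazurin to fluorescence (540/590 nm); concentration-response curves normalized to no-enzyme control.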
Glioma ERSR ind = ER stress response induction in glioma. U87-MG GRP78 promoter luciferase reporter, 16 h. hit rate 0.02% among 420,000. AID 602332. Potency, µM, inactives show at the highest dose activation, actives largely listed as activators; note: potency is the fitted concentration of half-maximal effect; series mostly up to about 76 µM; % of control where 0% means no effect; nearly all actives have a fitted effect of over 35% in size
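Stably transfected U87-MG glioma cells carrying a GRP78-based luciferase sensor; 16 h compound incubation. Luminescence end-point read 10 min after Bright-Glo addition at room temperature.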
RXFP1 ag = RXFP1 (human) receptor agonism; Potency, µM (top dose mostly 57.5 µM), for inactives: top-dose activation, hits mostly activators; Q9HBX9; HEK293T-RXFP1 cAMP TR-FRET, 30 min; response scale: percent of porcine relaxin response, buffer zero; hit rate 0.3% among 370,000; AID 2676; note: potency is the fitted concentration of half-maximal effect; % is set by controls: 0 for no effect and ±100 for the full control effect; nearly all actives have a fitted effect of over 60% in size; many of its hits are not listed in these tables
Target sequence (Q9HBX9 whole entry, looked up): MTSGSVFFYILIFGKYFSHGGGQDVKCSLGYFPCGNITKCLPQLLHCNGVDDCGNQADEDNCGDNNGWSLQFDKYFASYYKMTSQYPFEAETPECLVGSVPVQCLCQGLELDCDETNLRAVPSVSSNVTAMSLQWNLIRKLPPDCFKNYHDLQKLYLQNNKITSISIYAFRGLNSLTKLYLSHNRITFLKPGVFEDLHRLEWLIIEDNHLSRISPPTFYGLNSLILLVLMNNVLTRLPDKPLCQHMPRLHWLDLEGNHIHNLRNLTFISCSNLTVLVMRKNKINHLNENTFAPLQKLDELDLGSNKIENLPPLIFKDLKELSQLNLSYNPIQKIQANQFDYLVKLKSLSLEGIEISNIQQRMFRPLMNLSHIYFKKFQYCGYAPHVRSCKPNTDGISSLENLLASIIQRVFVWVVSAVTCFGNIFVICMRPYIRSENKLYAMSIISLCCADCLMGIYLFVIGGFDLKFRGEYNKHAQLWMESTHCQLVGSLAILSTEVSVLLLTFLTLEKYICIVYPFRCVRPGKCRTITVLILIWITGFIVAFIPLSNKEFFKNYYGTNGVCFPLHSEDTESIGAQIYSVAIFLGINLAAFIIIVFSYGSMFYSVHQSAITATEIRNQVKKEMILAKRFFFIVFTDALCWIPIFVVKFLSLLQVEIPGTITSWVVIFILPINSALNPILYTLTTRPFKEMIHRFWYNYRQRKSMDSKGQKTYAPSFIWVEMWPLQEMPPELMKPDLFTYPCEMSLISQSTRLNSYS
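HEK293T cells stably expressing RXFP1 were pretreated with the PDE4 inhibitor Ro 20174, exposed to compounds for 30 min at 37C, lysed, and cAMP was read by TR-FRET. Data normalized to buffer (basal) and 29 nM porcine relaxin (100%).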
Vif-A3G inh = Vif-A3G binding inhibition; HeLa A3G-eYFP + Vif (tagged APOBEC3G with the HIV-1 protein that degrades it), YFP fluorescence, overnight; Potency, µM (titrated, usually from 46.1 µM), for the others: at the top dose activity, negative = active, most hits filed as inhibitors; hit rate 0.076% among 410,000; AID 602310;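 note: potency is the fitted concentration of half-maximal effect; % is set by controls: 0 for no effect and ±100 for the full control effect; nearly all actives have a fitted effect of over 60% in size; hits raise eYFP signal because A3G escapes Vif-driven loss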
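HeLa cells stably expressing Vif and C-terminally eYFP-tagged A3G, seeded overnight at 37 deg C, then exposed to compound by pintool overnight at 37 deg C. Rise in yellow fluorescence (Ex 488/Em 500-530, Acumen) marks blocked Vif-driven A3G degradation.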
USP1 inh = inhibitors of human USP1/UAF1 deubiquitinase; O94782; recombinant USP1/UAF1, Ub-Rhodamine cleavage fluorescence; Potency, µM (titrated, usually from 57.1 µM), inactives show at the highest dose activity change, negative = inhibition, most hits filed as inhibitors; hit rate 0.23% among 390,000; AID 743255; note: potency is the fitted concentration of half-maximal effect; % is set by controls: 0 for no effect and ±100 for the full control effect; nearly all actives have a fitted effect of over 60% in size; inactives centre near -12
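Step one: compound is pinned into 1nM USP1/UAF1 in HEPES pH 7.8 buffer with TCEP. Step two: 15 min room-temperature incubation. Step three: Ub-Rho (150nM final) starts cleavage, tracked by fluorescence over six one-minute reads.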
Starred values were filed as active, the others as inactive; & = joins results of further samples; [ ] = dose if it differs, or a comment. Unless noted, calls come from the whole dose curve; as a rule, active = well fitted curve in the direction sought with a large enough effect; inconclusive = small, poorly fitted or top-dose-only effect, or another doubt; inactive = no such curve, though single readings can be large; an effect the other way counts as inactive or inconclusive.

What do the screens show for `CC(=O)N1CCc2c(sc3c2c(=O)n(-c2ccccc2)c(=O)n3Cc2cccc(C(F)(F)F)c2)C1`?
PI4K2A block: -2; LDHA inh: 2; TrxR1 substrate: -2%; Vif-A3F inh: 0%; IDH1 R132H inh: 22µM*; Glioma ERSR ind: inconclusive; RXFP1 ag: 0.8%; Vif-A3G inh: -9%; USP1 inh: inconclusive

What do the screens show for `COc1ccc(C(=O)Oc2ccc(C(C)=O)cc2)c(OC)c1`?
PI4K2A block: -5; LDHA inh: -7; TrxR1 substrate: 7%[57.1 µM]; Vif-A3F inh: -5%; IDH1 R132H inh: 3%; Glioma ERSR ind: 2%; RXFP1 ag: 2.5%; Vif-A3G inh: -1%; USP1 inh: -16%

How did Cc1ccc(-n2c(C)c([N+](=O)[O-])c3ccc(O)c(CN(C)C)c32)cc1 do in these assays?
PI4K2A block: -5; LDHA inh: -2; TrxR1 substrate: -9%; Vif-A3F inh: 4%; IDH1 R132H inh: 1%; Glioma ERSR ind: -9%; RXFP1 ag: 1.8%; Vif-A3G inh: 2%; USP1 inh: -5%

How did O=C1C2C3C=CC(C4CC34)C2C(=O)N1CCCCN1CCN(c2ccc(F)cc2)CC1 (configuration not stated) do in these assays?
PI4K2A block: -3; LDHA inh: 1; TrxR1 substrate: 5%[57.1 µM]; Vif-A3F inh: -6%; IDH1 R132H inh: 1%; Glioma ERSR ind: -5%; Vif-A3G inh: 4%; USP1 inh: -16%

How did COc1ccc(NC(=S)NC(=NS(=O)(=O)c2ccc(Cl)cc2)c2ccccc2)cc1 do in these assays?
PI4K2A block: -4; LDHA inh: 3; TrxR1 substrate: -3%[57.1 µM]; Vif-A3F inh: inconclusive; IDH1 R132H inh: 9%; Glioma ERSR ind: 7%; Vif-A3G inh: inconclusive; USP1 inh: -4%

What do the screens show for `COc1cccc(CNC(=O)CCC2CCCN(C3CCOCC3)C2)c1` (configuration not stated)?
PI4K2A block: -2; LDHA inh: -7; TrxR1 substrate: 7%[57.1 µM]; Vif-A3F inh: 5%; IDH1 R132H inh: -6%; Glioma ERSR ind: -3%; RXFP1 ag: 0.0%; Vif-A3G inh: 5%; USP1 inh: -15%

What do the screens show for `CCn1c(SCC(=O)N2CCCc3ccccc32)nnc1-c1ccco1`?
PI4K2A block: 1; LDHA inh: -7; TrxR1 substrate: 12%[57.1 µM]; Vif-A3F inh: 5%; IDH1 R132H inh: 10%; Glioma ERSR ind: -4%; RXFP1 ag: 0.6%; Vif-A3G inh: -1%; USP1 inh: -26%

Results for O=C1CC[C@H](O)CCN1[C@H](CSc1ccc(Br)cc1)Cc1ccccc1 ?
PI4K2A block: 1; LDHA inh: -6; TrxR1 substrate: 7%[57.1 µM]; Vif-A3F inh: 0%; IDH1 R132H inh: 0%; Glioma ERSR ind: 2%&-1%; RXFP1 ag: -0.7%; Vif-A3G inh: -2%&2%; USP1 inh: -11%

How did CC(Oc1ccc2c3c(c(=O)oc2c1)CCC3)C(=O)NCc1ccccn1 (configuration not stated) do in these assays?
PI4K2A block: -2; LDHA inh: 1; TrxR1 substrate: 27%; Vif-A3F inh: 2%; IDH1 R132H inh: 21%; Glioma ERSR ind: -5%; RXFP1 ag: 2.3%; Vif-A3G inh: 1%; USP1 inh: -9%

What do the screens show for `CC(=O)c1ccc(NC(=S)N2c3ccccc3CC2C)cc1` (configuration not stated)?
PI4K2A block: -4; LDHA inh: -1; TrxR1 substrate: 4%[11.4 µM]; Vif-A3F inh: 0%; IDH1 R132H inh: -6%; Glioma ERSR ind: 0%; RXFP1 ag: 3.6%; Vif-A3G inh: 1%; USP1 inh: -24%

How did COc1ccc(-n2c(SCC(=O)Nc3cc(C)on3)nc3c(c2=O)SCC3)cc1OC do in these assays?
PI4K2A block: 0; LDHA inh: 0; TrxR1 substrate: -8%; Vif-A3F inh: 4%; IDH1 R132H inh: 4%; Glioma ERSR ind: -1%; RXFP1 ag: 1.4%; Vif-A3G inh: 2%; USP1 inh: -18%

What do the screens show for `O=S(=O)(c1ccc(NC(=S)NCc2cccnc2)cc1)N1CCCCC1`?
PI4K2A block: 0; LDHA inh: -12; TrxR1 substrate: 6%; Vif-A3F inh: 5%; IDH1 R132H inh: -20%; Glioma ERSR ind: -4%; RXFP1 ag: 1.8%; Vif-A3G inh: -5%; USP1 inh: -20%

Reprinted from the part before: 2 entries, then new ones.
How did COc1ccc(-n2c(SCC(=O)Nc3cc(C)on3)nc3c(c2=O)SCC3)cc1OC do in these assays?
PI4K2A block: 0; LDHA inh: 0; TrxR1 substrate: -8%; Vif-A3F inh: 4%; IDH1 R132H inh: 4%; Glioma ERSR ind: -1%; RXFP1 ag: 1.4%; Vif-A3G inh: 2%; USP1 inh: -18%

What do the screens show for `O=S(=O)(c1ccc(NC(=S)NCc2cccnc2)cc1)N1CCCCC1`?
PI4K2A block: 0; LDHA inh: -12; TrxR1 substrate: 6%; Vif-A3F inh: 5%; IDH1 R132H inh: -20%; Glioma ERSR ind: -4%; RXFP1 ag: 1.8%; Vif-A3G inh: -5%; USP1 inh: -20%

What do the screens show for `CCCN(CCC)CCCNC(=O)CC1Nc2ccccc2NC1=O` (configuration not stated)?
PI4K2A block: 4; LDHA inh: -5; TrxR1 substrate: 8%; Vif-A3F inh: -8%; IDH1 R132H inh: 5%; Glioma ERSR ind: -2%; RXFP1 ag: 0.0%; Vif-A3G inh: 0%; USP1 inh: -3%

How did Cc1ccc(CN(CC(=O)NC2CCCCC2)C(=O)c2csnn2)cc1 do in these assays?
PI4K2A block: 8; LDHA inh: -4; TrxR1 substrate: 3%; Vif-A3F inh: 1%; IDH1 R132H inh: -5%; Glioma ERSR ind: -4%; RXFP1 ag: -0.3%; Vif-A3G inh: 0%; USP1 inh: -12%

Results for O=S(=O)(NCCO)c1cccc2cccnc12 ?
PI4K2A block: -7; LDHA inh: -18; TrxR1 substrate: -11%; Vif-A3F inh: -7%; IDH1 R132H inh: -16%; Glioma ERSR ind: -1%; RXFP1 ag: -0.6%; Vif-A3G inh: 1%; USP1 inh: -7%

Results for COc1ccccc1/C=N/NC(=O)c1ccc(N(C)S(=O)(=O)c2ccccc2)cc1 ?
PI4K2A block: 3; LDHA inh: -5; TrxR1 substrate: -4%; Vif-A3F inh: 2%; IDH1 R132H inh: 10%; Glioma ERSR ind: -5%; RXFP1 ag: -0.1%; Vif-A3G inh: 0%; USP1 inh: -9%

How did COc1ccc(C=Nc2cccnc2N)cc1 do in these assays?
PI4K2A block: -16; LDHA inh: 1; TrxR1 substrate: 16%; Vif-A3F inh: -7%; IDH1 R132H inh: 13%; Glioma ERSR ind: 4%; RXFP1 ag: -1.3%; Vif-A3G inh: 0%; USP1 inh: -22%

What do the screens show for `CN1c2ccccc2N(C)C1c1c(O)ccc2ccccc12`?
PI4K2A block: 3; LDHA inh: 10; TrxR1 substrate: 3%; Vif-A3F inh: -11%; IDH1 R132H inh: 2%; Glioma ERSR ind: -1%; RXFP1 ag: -0.3%; Vif-A3G inh: 1%; USP1 inh: -10%

Results for CC[n+]1c(/C=C(\C)SC)sc2ccccc21 ?
PI4K2A block: -2; LDHA inh: 1; TrxR1 substrate: -3%; Vif-A3F inh: 5%; IDH1 R132H inh: 2%; Glioma ERSR ind: inconclusive; RXFP1 ag: -0.1%; Vif-A3G inh: -1%; USP1 inh: -6%

What do the screens show for `Cc1ccccc1OCC(=O)O/N=C(\N)Cc1ccc(Cl)cc1`?
PI4K2A block: 6; LDHA inh: 0; TrxR1 substrate: 8%; Vif-A3F inh: 2%; IDH1 R132H inh: 8%; Glioma ERSR ind: 2%; RXFP1 ag: -0.4%; Vif-A3G inh: -4%; USP1 inh: -20%

Results for COCn1c(COc2ccc3ccccc3c2)nc2ccccc21 ?
PI4K2A block: 0; LDHA inh: -1; TrxR1 substrate: 12%[57.1 µM]; Vif-A3F inh: -12%; IDH1 R132H inh: 3%; Glioma ERSR ind: -3%; RXFP1 ag: -2.8%; Vif-A3G inh: -18%; USP1 inh: -20%

Results for CCOC(=O)C1CCN(C(=O)COC(=O)C2CCN(S(=O)(=O)c3ccc(C)c(C)c3)CC2)CC1 ?
PI4K2A block: 0; LDHA inh: -7; TrxR1 substrate: -2%; Vif-A3F inh: 2%; IDH1 R132H inh: -1%; Glioma ERSR ind: -4%; RXFP1 ag: inconclusive; Vif-A3G inh: 2%; USP1 inh: 3%

How did CCc1nc2c3cnn(-c4cc(Cl)ccc4C)c3ncn2n1 do in these assays?
PI4K2A block: -2; LDHA inh: -2&4; TrxR1 substrate: 17%[57.1 µM]; Vif-A3F inh: -9%; IDH1 R132H inh: -1%; Glioma ERSR ind: -1%; RXFP1 ag: 0.7%; Vif-A3G inh: -1%; USP1 inh: -5%

Results for COc1ccc(NC(=O)c2cc([N+](=O)[O-])nn2Cc2ccccc2)c(C)c1 ?
PI4K2A block: -3; LDHA inh: -11; TrxR1 substrate: -5%; Vif-A3F inh: -1%; IDH1 R132H inh: -1%; Glioma ERSR ind: -1%; RXFP1 ag: 3.6%; Vif-A3G inh: -1%; USP1 inh: -14%

Some of the compounds tested; rates above refer to the full screens.
